p53 reactivator: restores transcriptional activity of mutant p53; H1299 p53-A138V BP100-luciferase reporter, luminescence, 24 h; Potency, µM (titrated, usually from 92.2 µM), for the others: at the top dose activity change, positive = activation, most hits filed as activators; 320,000 tested, 0.063% active; further: % of control where 0% means no effect; nearly all actives have a fitted effect of over 45% in size
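p53-null H1299 cells stably carrying temperature-sensitive p53-A138V and a BP100-luciferase reporter were pinned with compounds (4-point, 1:5 series) and held 24 hrs at 37 deg C. Luminescence was read 10 min after detection reagent.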
FLuc counter: firefly luciferase modulation, counter-screen for miR-21 project; purified FLuc, Km substrates, luminescence inhibition; Potency, µM (doses to about 57.5 µM), inactives show at the top dose activity change, negative = inhibition, usual class: inhibitors; 360,000 tested, 6.9% active; AID 588342;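 further: plate controls were vehicle for no effect and reference inhibitor for full effect; nearly all actives have a fitted effect of over 55% in size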
Target sequence (P08659 whole entry, looked up): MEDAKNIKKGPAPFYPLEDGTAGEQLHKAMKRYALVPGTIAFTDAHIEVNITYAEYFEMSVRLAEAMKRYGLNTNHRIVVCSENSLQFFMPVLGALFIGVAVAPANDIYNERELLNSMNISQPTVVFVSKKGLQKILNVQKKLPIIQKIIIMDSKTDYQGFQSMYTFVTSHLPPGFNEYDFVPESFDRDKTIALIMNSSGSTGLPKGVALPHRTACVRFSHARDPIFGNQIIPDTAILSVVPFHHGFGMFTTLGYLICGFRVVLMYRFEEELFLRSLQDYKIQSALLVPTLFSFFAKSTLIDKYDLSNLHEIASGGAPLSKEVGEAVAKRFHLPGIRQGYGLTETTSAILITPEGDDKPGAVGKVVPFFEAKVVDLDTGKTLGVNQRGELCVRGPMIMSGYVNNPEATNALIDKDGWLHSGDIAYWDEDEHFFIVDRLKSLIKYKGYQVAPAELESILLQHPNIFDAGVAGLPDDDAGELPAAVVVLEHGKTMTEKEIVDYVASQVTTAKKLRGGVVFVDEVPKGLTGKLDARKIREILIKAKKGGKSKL
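Biochemical qHTS of compounds, final roughly 60 µM downward over six points, against 10 nM purified firefly luciferase using Km concentrations of substrates (10 uM D-luciferin, 10 uM ATP) in Tris acetate pH 7.5 buffer; luminescence output.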
NPC1 promoter act: activators of NPC1 promoter | Huh7 NPC1 promoter luciferase reporter, 24 h | Potency, µM (titrated, usually from 9.22 µM), for the others: top-dose activation, most hits filed as activators | 320,000 tested, 2.4% active | AID 485313;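 further: % of control where 0% means no effect; nearly all actives have a fitted effect of over 60% in size; reporter is driven by a mutant NPC1 promoter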
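In 1536-well qHTS, Huh7 cells harboring an NPC1 promoter–luciferase construct received compound for 24 h; activation was quantified by luminescence following luciferase reagent addition.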
MBNL1 CUG block: blocks human MBNL1 binding to CUG repeat RNA; Q9NR56; TR-FRET MBNL1-His/biotin-(CUG)12 binding, 665/545 ratio; Potency, µM (top dose mostly 57.5 µM), for inactives: top-dose activity change, negative = inhibition, actives largely listed as inhibitors; 280,000 tested, 0.036% active; active means well fitted inhibition curve with a large enough effect in the signal ratio, with a control signal flat, not every such curve was filed as active; inconclusive means small, poorly fitted or top-dose-only effect, or effect the other way, or a change in a side signal; inactive means no such curve, though single readings can be large or run the other way; the % refers to the signal ratio; further: on the % scale 0 is the no-effect control and ±100 the full control effect
Target sequence (Q9NR56 whole entry, looked up): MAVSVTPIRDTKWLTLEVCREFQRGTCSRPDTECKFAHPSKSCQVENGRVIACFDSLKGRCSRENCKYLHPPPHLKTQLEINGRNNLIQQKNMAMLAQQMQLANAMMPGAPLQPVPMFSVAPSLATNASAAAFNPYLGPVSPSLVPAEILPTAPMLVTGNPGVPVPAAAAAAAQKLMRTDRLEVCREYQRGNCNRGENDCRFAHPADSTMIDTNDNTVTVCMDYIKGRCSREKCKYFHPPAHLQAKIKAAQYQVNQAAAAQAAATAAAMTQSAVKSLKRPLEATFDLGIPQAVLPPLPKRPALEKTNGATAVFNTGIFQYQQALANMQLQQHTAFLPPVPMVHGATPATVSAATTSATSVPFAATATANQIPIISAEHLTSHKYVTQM
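MBNL1-His + Biotin-(CUG)12, cpd titration 92 nM–58 uM; Tb anti-His Ab 0.055 ng/ul, SA-XL665 5 nM (final); 60 min RT; ratiometric 665/545 nm, Ex 340 nm; normalized to buffer and full-complex controls.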
BRCA1 expr act: BRCA1 expression activation. Potency, µM (top dose mostly 46.1 µM), for inactives: at the top dose activation, hits mostly activators. MCF7-BRCA1-FFLuc reporter, luminescence, 48 h; response scale: scaled: vehicle 0%, 10 µM genistein 100%. 380,000 tested, 1.1% active. AID 624202; further: nearly all actives have a fitted effect of over 80% in size; some results filed as inactive show a strong effect at the top dose
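Reporter cells (MCF7, BRCA1 promoter-firefly luciferase) received library compounds across a concentration series for 48 h. End-point luminescence was measured and concentration-effect curves derived after normalization.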
ELG1 genotoxic: induces genotoxicity in HEK293T cells with luciferase-tagged ELG1; HEK293T ELG1-luciferase reporter, luminescence, 16 h; Potency, µM (highest dose often 46 µM), inactives show top-dose activity change, positive = activation, most hits filed as activators; 330,000 tested, 1.3% active; AID 504466; further: % of control where 0% means no effect; nearly all actives have a fitted effect of over 60% in size
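After overnight (16 hr) compound treatment at 37 °C, ELG1-luciferase HEK293T cells were lysed with ONE-Glo; luminescence quantified 30 min later at room temperature.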
RORg inh: ROR gamma (mouse) transcription inhibition; P51450; Potency, µM (highest dose often 53.6 µM), for the others: at the highest dose activity change, negative = inhibition, hits mostly inhibitors; Drosophila S2 Gal4-RORgamma UAS-luciferase reporter, 20 h; 310,000 tested, 5.4% active; AID 2551; further: on the % scale 0 is the no-effect control and ±100 the full control effect; nearly all actives have a fitted effect of over 60% in size
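A Gal4/UAS one-hybrid system in insect cells: metallothionein-promoter Gal4–ROR gamma fusion plus Photinus luciferase reporter. Copper sulfate 700 uM final, 20 hr ambient incubation, luminescent detection after 10 min with reagent.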
uPA generation: blocks generation of uPA at the cell surface; cell surface uPA generation assay, qHTS; 330,000 tested, 0.31% active; Potency, µM (highest dose often 38.3 µM), without a hit: at the top dose activity change, negative = inhibition, actives largely listed as inhibitors; active means well fitted inhibition curve with a large enough effect; inconclusive means small, poorly fitted or top-dose-only effect; inactive means no such curve, though single readings can be large or run the other way; tested in mouse RAW 264.7 cells; further: on the % scale 0 is the no-effect control and ±100 the full control effect; nearly all actives have a fitted effect of over 55% in size
VP16 counter: counter-screen for ROR gamma inhibitors: Gal4-VP16 reporter; Drosophila S2 Gal4-VP16 UAS-luciferase, luminescence, 20 h; Potency, µM (series often up to 53.6 µM), for the others: top-dose activity, negative = inhibition, hits mostly inhibitors; 310,000 tested, 3.5% active;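 further: Gal4-VP16 expression switched on by copper sulfate through the metallothionein promoter; on the % scale 0 is the no-effect control and ±100 the full control effect; nearly all actives have a fitted effect of over 50% in size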
Rab9 prom act: Rab9 promoter activation. Huh7 Rab9 promoter-luciferase reporter, luminescence, 24 h. Potency, µM (top dose mostly 9.22 µM), without a hit: top-dose activation, negative = inhibition, hits mostly activators. 320,000 tested, 2.8% active; further: % of control where 0% means no effect; nearly all actives have a fitted effect of over 60% in size
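Steps: seed 1500 Huh7 Rab9-luc cells per well, rest 2 h at 37 °C; add compound in DMSO; incubate 24 h; add luciferase reagent, 10 min ambient; read luminescence.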
Numbers without * were called inactive; ? = inconclusive; / = not tested or not shown; [ ] = dose if it differs, or a comment. Unless noted, the call rests on the fitted dose curve; in most records, active means well fitted curve in the direction sought with a large enough effect; inconclusive means small, poorly fitted or top-dose-only effect, or another doubt; inactive means no such curve, though single readings can be large; an effect the other way counts as inactive or inconclusive. Potency means the concentration at half of the fitted maximal effect.

SMILES	p53 reactivator	FLuc counter	NPC1 promoter act	MBNL1 CUG block	BRCA1 expr act	ELG1 genotoxic	RORg inh	uPA generation	VP16 counter	Rab9 prom act
CCCN(c1ccc(C(=O)OC)cc1)S(=O)(=O)c1ccccc1	-1%	1%	0%	4%	2%	-5%	-26%	0%	4%	0%
COc1cccc(NC(=O)CCC(=O)Nc2cccc(OC)c2)c1	-4%	-1%	2%	-18%	-40%	2%	-30%	-1%	-11%	6%
Clc1cccc(-c2nn3c(Cn4cnc5ccccc54)nnc3s2)c1	-16%	-3%	0%	10%	-10%	-1%	0%	/	-15%	-1%
O=C(CNC(=O)c1ccccc1Br)NNC(=O)c1cccs1	-1%	3%	-7%	/	-10%	2%	/	3%	/	-1%
CC(=O)Nc1cc2ccc(OC(C)=O)cc2oc1=O	9%	?	-5%	16%	-7%	?	18%	-8%	18%	3%
COC(=O)c1ccc(C)c(NS(=O)(=O)c2ccc(C)c([N+](=O)[O-])c2)c1	-6%	1%	0%	23%	-37%	-1%	1%	-8%	-14%	2%
CSCCC(NC(=O)c1ccco1)C(=O)Nc1ccncc1 (stereo not given)	3%	1%	-1%	3%	9%	2%	3%	1%	2%	-4%
CCCn1c(C(C)NS(=O)(=O)c2ccccc2)n[nH]c1=S (stereo not given)	0%	2%	-2%	-1%	-1%	0%	10µM*	9%	-6%	-2%
Cc1cc(C)nc(NC(=O)c2ccc(Cl)cc2)n1	0%	1%	-4%	-2%	1%	1%	24%	5%	4%	-9%
CCn1nnnc1NCc1ccc(SC)cc1	2%	3%	-7%	-3%	-14%	1%	6%	-1%	-6%	1%
Cc1ccc(OCC(O)Cn2c(N3CCCCC3)nc3c2c(=O)[nH]c(=O)n3C)cc1C (stereo not given)	-3%	-2%	1%	3%	-29%	-4%	?	11%	3%	-2%
COc1cccc(CN2CCNC(=O)C2CC(=O)NCc2cn3ccccc3n2)c1OC (stereo not given)	-5%	6%	-12%	-5%	6%	0%	1%	4%	1%	-15%
CC(C)c1ccc(NC(=O)[C@H]2CSCN2C(=O)[C@@H]2CCC(=O)N2)cc1	2%	?	0%	-3%	16%	7%	-2%	-2%	-14%	4%
O=C(NNc1nc2ccccc2s1)c1ccccc1F	1%	-1%	7%	4%	-18%	-2%	?	-2%	?	2%
Cc1cc(C)cc(NC(=O)COC(=O)CC2CCCC2)c1	1%	/	1%	/	-19%	-1%	/	5%	/	-1%
Cn1c(=O)c2c(nc(N/N=C/c3cccs3)n2C)n(C)c1=O	1%	-18%	6%	/	38%	-3%	28%	4%	18%	-7%
COc1ccc(-c2nnc3cccc(Cl)n23)c(OC)c1	2%	3%	-6%	7%	-3%	4%	23%	3%	1%	-6%
Cc1cc(C)c2c(n1)nn1c(-n3ccnc3)cc(C)nc21	-2%	6%	-1%	8%	-29%	-4%	10µM*	-6%	16µM*	3%
C(=N\c1nccs1)/Nc1nccs1	4%	0%	-1%	11%	-18%	-2%	-74%	-4%	-25%	-1%
O=S(=O)(NC1CCCC1)c1ccc(-n2cnnn2)cc1	-4%	2%	0%	3%	-1%	3%	-27%	-10%	-8%	15%
O=C(Nc1nnc(/C=C/c2ccccc2)s1)c1ccco1	12%	12µM*	18%	?	97%	4%	4%	?	-4%	22%
Cn1c(COc2ccc3ccccc3c2)nnc1SCC(N)=O	0%	?	-2%	-1%	11%	-5%	-2%	1%	3%	-1%
CC(=O)Nc1ccc(Sc2ccccc2C(=O)O)c(C(=O)O)c1	-1%	-3%	10%	-9%	-8%	1%	-35%	2%	-1%	-1%
Cc1cccc(NC(=S)NNC(=S)NC2CCCCC2)c1C	-1%	-5%	-1%	2%	-5%	-6%	13µM*	-1%	?	1%
COC(=O)c1sc2cc(C(F)(F)F)cnc2c1-c1ccccc1	10%	1%	-3%	12%	7%	1%	14%	8%	15%	2%
Further entries.
SMILES	p53 reactivator	FLuc counter	NPC1 promoter act	MBNL1 CUG block	BRCA1 expr act	ELG1 genotoxic	RORg inh	uPA generation	VP16 counter	Rab9 prom act
CCOC(=O)N1CCN(C(=O)c2noc3c2COc2ccccc2-3)CC1	27%	13µM*	?	-5%	?	?	-1%	9%	-6%	?
CC(=O)Nc1ccc(S(=O)(=O)N2CCC(c3nnc(-c4ccc(C)cc4)o3)CC2)cc1	5%	-17%	1%	-4%	-10%	1%	14µM*	3%	?	-2%
O=C(N/N=C/c1c[nH]c2ccccc12)c1cccc(Cl)c1	15%	21µM*	?	0%	-14%	14%	?	2%	?	?
COc1ccc(N/C=C/C(=O)C(C)(C)C)cc1	2%	12µM*	0%	0%	13%	10%	-11%	-1%	3%	-3%
Cc1nc(NCCOc2ccccc2)sc1C(=O)Nc1ccccc1	11%	?	2.8µM*	-4%	22%	28%	-34%	1%	-1%	?
COc1ccc(OC)c(/C=C2\N=C(c3ccccc3)OC2=O)c1	/	?	-4%	1%	-17%	2%	-11%	3%	-4%	4%
CCc1ccc(CCC(=O)Nc2nccs2)o1	8%	-3%	2%	-7%	46%	?	-26%	5%	4%	13%
CCc1ccc(-c2csc3ncn(CC(=O)N4CCOCC4)c(=O)c23)cc1	-2%	3%	-2%	0%	10%	-5%	19%	2%	0%	-3%
O=c1[nH][nH]c2cc(=O)n(-c3cccc(C(F)(F)F)c3)nc12	-1%	?	-3%	/	-1%	2%	-2%	2%	-3%	0%
CCCCC(O)CN1CCC(c2ccccc2)CC1 (stereo not given)	-1%	1%	-2%	-3%	0%	1%	5%	-5%	9%	0%
Cc1cc2ccccc2n1CCNC(=O)C(C)C	10%	5%	-4%	-3%	20%	-2%	?	-13%	-8%	-6%
CCCOC(=O)Nc1nc2ccccc2o1	12%	13µM*	2.2µM*	-3%	52%	?	14µM*	-2%	?	2.5µM*
Cc1nn2c(-c3ccccn3)ccnc2c1Cl	0%	-3%	-9%	?	0%	0%	11%	0%	-8%	11%
O=C(CNC(=O)c1nc[nH]c1C(=O)NCc1ccccc1)OCc1ccccc1	/	-1%	-6%	3%	7%	1%	11µM*	1%	?	2%
S=C(NCc1ccccc1)N1CCN(c2ccccc2)CC1	0%	-5%	0%	2%	1%	-2%	1%	1%	30%	1%
CC1(C)CC(N=c2cc(-c3ccccc3)oc3ccc(Cl)cc23)CC(C)(C)N1	-11%	-2%	-28%	?	-69%	-8%	?	-9%	?	-9%
O=C(Nc1ccc(F)c(F)c1)C1=COCCO1	11%	2%	-2%	/	36%	?	/	-3%	/	14%
CCOC(=O)Cn1nc(C)c(NC(=O)COc2ccccc2[N+](=O)[O-])c1C	0%	0%	-4%	10%	-19%	-5%	1%	-4%	3%	-7%
CCC(=O)N1CCc2cc(Br)cc(S(=O)(=O)NCC3CCCN3CC)c21 (stereo not given)	-4%	4%[2.3 µM]	1%	-12%	-3%	2%	-15%	1%	-11%	-5%

Reprinted from above for reference:
SMILES	p53 reactivator	FLuc counter	NPC1 promoter act	MBNL1 CUG block	BRCA1 expr act	ELG1 genotoxic	RORg inh	uPA generation	VP16 counter	Rab9 prom act
CCOC(=O)N1CCN(C(=O)c2noc3c2COc2ccccc2-3)CC1	27%	13µM*	?	-5%	?	?	-1%	9%	-6%	?
CC(=O)Nc1ccc(S(=O)(=O)N2CCC(c3nnc(-c4ccc(C)cc4)o3)CC2)cc1	5%	-17%	1%	-4%	-10%	1%	14µM*	3%	?	-2%
O=C(N/N=C/c1c[nH]c2ccccc12)c1cccc(Cl)c1	15%	21µM*	?	0%	-14%	14%	?	2%	?	?
COc1ccc(N/C=C/C(=O)C(C)(C)C)cc1	2%	12µM*	0%	0%	13%	10%	-11%	-1%	3%	-3%
Cc1nc(NCCOc2ccccc2)sc1C(=O)Nc1ccccc1	11%	?	2.8µM*	-4%	22%	28%	-34%	1%	-1%	?
COc1ccc(OC)c(/C=C2\N=C(c3ccccc3)OC2=O)c1	/	?	-4%	1%	-17%	2%	-11%	3%	-4%	4%
CCc1ccc(CCC(=O)Nc2nccs2)o1	8%	-3%	2%	-7%	46%	?	-26%	5%	4%	13%
CCc1ccc(-c2csc3ncn(CC(=O)N4CCOCC4)c(=O)c23)cc1	-2%	3%	-2%	0%	10%	-5%	19%	2%	0%	-3%
O=c1[nH][nH]c2cc(=O)n(-c3cccc(C(F)(F)F)c3)nc12	-1%	?	-3%	/	-1%	2%	-2%	2%	-3%	0%
CCCCC(O)CN1CCC(c2ccccc2)CC1 (stereo not given)	-1%	1%	-2%	-3%	0%	1%	5%	-5%	9%	0%
Cc1cc2ccccc2n1CCNC(=O)C(C)C	10%	5%	-4%	-3%	20%	-2%	?	-13%	-8%	-6%
CCCOC(=O)Nc1nc2ccccc2o1	12%	13µM*	2.2µM*	-3%	52%	?	14µM*	-2%	?	2.5µM*
Cc1nn2c(-c3ccccn3)ccnc2c1Cl	0%	-3%	-9%	?	0%	0%	11%	0%	-8%	11%

Looked up one by one from the list above (two):
SMILES	p53 reactivator	FLuc counter	NPC1 promoter act	MBNL1 CUG block	BRCA1 expr act	ELG1 genotoxic	RORg inh	uPA generation	VP16 counter	Rab9 prom act
CCCOC(=O)Nc1nc2ccccc2o1	12%	13µM*	2.2µM*	-3%	52%	?	14µM*	-2%	?	2.5µM*
O=C(Nc1ccc(F)c(F)c1)C1=COCCO1	11%	2%	-2%	/	36%	?	/	-3%	/	14%

Source: PubChem

No enrichment for hits (roughly 13% active in at least one column).
